# From PubChem BioAssay
# PV pol inh: poliovirus RdRp elongation inhibitors, primary screen, biochemical, fluorescence polarization, total intensity. poliovirus polymerase elongation; hits give low values. % elongation, % (compound at 16.7 µg/mL). 150,000 tested, 0.66% active. AID 588519, 2011; in the data active = % elongation below about 90%; note: some results filed as inactive read as strong as hits
# Target sequence (P03300 1749-2209 limits assumed): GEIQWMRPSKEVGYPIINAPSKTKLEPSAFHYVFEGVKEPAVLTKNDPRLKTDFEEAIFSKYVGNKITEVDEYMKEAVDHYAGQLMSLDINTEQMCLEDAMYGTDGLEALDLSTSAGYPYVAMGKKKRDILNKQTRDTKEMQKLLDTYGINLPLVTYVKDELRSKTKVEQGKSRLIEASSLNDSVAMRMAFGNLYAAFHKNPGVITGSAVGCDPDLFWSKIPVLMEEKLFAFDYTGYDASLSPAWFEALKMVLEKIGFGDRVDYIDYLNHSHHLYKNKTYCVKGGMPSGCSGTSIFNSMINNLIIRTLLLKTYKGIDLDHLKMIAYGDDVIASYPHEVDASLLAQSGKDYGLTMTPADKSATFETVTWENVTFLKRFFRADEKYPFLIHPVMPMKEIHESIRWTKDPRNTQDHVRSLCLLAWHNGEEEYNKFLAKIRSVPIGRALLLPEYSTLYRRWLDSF
# PV pol inh FP z-score: further read-out of PV pol inh, marked with its call; z-score; measured here: FP z-score; hits read low
# Active calls of the source: *. The list is partial (hit frequency here may not be typical).
SMILES,PV pol inh,PV pol inh FP z-score
CC(C)(Oc1ccc(Cl)cc1)C(=O)Nc1nnc2n1CCS2,100.0,-1.7
NC(=NCc1ccccc1)NS(=O)(=O)c1ccccc1,101.0,0.3
NC(=O)COC(=O)c1ccc(Cl)cc1,100.0,-0.6
Cc1c(Cl)cccc1NC(=O)NCCOCCn1c(=O)oc2ccccc21,101.0,-1.2
O=C(NC1(C(F)(F)F)C(=O)Nc2c1c(=O)[nH]c(=O)n2-c1ccccc1)c1ccccc1Cl (configuration not stated),102.0,-0.6
C=CCn1c(O)c(C2=c3cc(Br)ccc3=NC2=O)c2ccccc21,100.0,-0.3
CCOC(=O)c1sc2ccccc2c1S(=O)(=O)N1CCN(c2cccc(OC)c2)CC1,105.0,-0.2
Cc1ccc(S(=O)(=O)N2CCC(C(=O)OCc3cc(=O)n4cc(C)ccc4n3)CC2)cc1,101.0,-0.3
CN(C)CCOC(=O)C1(c2ccccc2)CCOCC1,101.0,-0.1
COCCCNC(=O)C1CCC(CNS(=O)(=O)c2ccc(OC)cc2)CC1 (configuration not stated),106.0,0.2
CCN(CC(O)c1cccc(O)c1)C(=O)C12CC3CC(CC(C3)C1)C2 (configuration not stated),103.0,0.3
COC(C(=O)NCc1ccccc1C)c1ccccc1 (configuration not stated),101.0,0.2
CN(C)c1ccc(CNC(=O)CN2C(=O)c3cccnc3Oc3ccc(Cl)cc32)cc1,108.0,0.5
CCOC(=O)c1c(C)oc2ncnc(N3CCN(c4ccc(C)cc4C)CC3)c12,112.0,1.2
O=C(CSc1nnc(-c2ccccc2F)n1Cc1ccccc1)N1CCNC1=O,104.0,0.2
CCCCS(=O)(=O)c1sc2nc3c(cc2c1N)CCCC3,101.0,0
CCc1cccc(NC(=O)C(NS(=O)(=O)c2ccc3nc(C)sc3c2)C(C)C)c1 (configuration not stated),107.0,0.2
Cc1ccc(C(CC(=O)O)C2CCOC(C)(C)C2)cc1 (configuration not stated),103.0,0.6
O=c1cc(-c2ccccc2)nc(SCCO)[nH]1,105.0,1
NC(=O)c1ccc[n+](CC(=O)c2ccccc2)c1,105.0,0.7
CCN1CCCC1CNC(=O)c1ccc(-n2ccc3ccccc32)s1 (configuration not stated),99.0,-0.7
CCN1CCc2c(OCC(=O)Nc3ccc(OC)cc3)cccc2C1=O,103.0,0.6
Cc1cc(NC(=O)Cc2cccc3ccccc23)no1,105.0,0.2
Cc1cc(C)c(NC(=O)CSc2n[nH]c(-c3ccccc3Cl)n2)c(C)c1,100.0,-1.9
COc1ccccc1CCNC(=O)CCCn1c(=O)c2cccn2c2cccnc21,110.0,1.1

# Reformatted with two lines to a compound: 2 of the compounds above
# Below each SMILES: PV pol inh | PV pol inh FP z-score
- Cc1cc(NC(=O)Cc2cccc3ccccc23)no1
 : 105.0 | 0.2
- CCN1CCCC1CNC(=O)c1ccc(-n2ccc3ccccc32)s1 (configuration not stated)
 : 99.0 | -0.7

# Another view of part of the listing above:
Structure	PV pol inh	PV pol inh FP z-score
NC(=NCc1ccccc1)NS(=O)(=O)c1ccccc1	101.0	0.3
NC(=O)COC(=O)c1ccc(Cl)cc1	100.0	-0.6
Cc1c(Cl)cccc1NC(=O)NCCOCCn1c(=O)oc2ccccc21	101.0	-1.2
O=C(NC1(C(F)(F)F)C(=O)Nc2c1c(=O)[nH]c(=O)n2-c1ccccc1)c1ccccc1Cl (configuration not stated)	102.0	-0.6
C=CCn1c(O)c(C2=c3cc(Br)ccc3=NC2=O)c2ccccc21	100.0	-0.3
CCOC(=O)c1sc2ccccc2c1S(=O)(=O)N1CCN(c2cccc(OC)c2)CC1	105.0	-0.2

# New compounds follow:
SMILES,PV pol inh,PV pol inh FP z-score
COc1ccc(NC(C)=O)cc1,102.0,0
COc1cc2nc(CSc3nnc(C4CC4)n3C3CC3)[nH]c(=O)c2cc1OC,99.0,-0.2
c1ccc(-c2ccc3c(n2)CCc2ccccc2-3)cc1,110.0,0.6
Cc1nc(-c2ccccc2)cc(N2CCCC2)n1,102.0,0.4
CC(=O)N1CCCc2ccc(NC(=O)C(C)C)cc21,102.0,0
CCc1ccc(C2NC(=O)NC3=C2C(=O)CC(C)(C)C3)cc1 (configuration not stated),101.0,0.1
O=C(O)CC(CC(=O)N1CCN(C(=O)c2ccco2)CC1)c1ccccc1 (configuration not stated),105.0,0.5
Cn1cc(CN(Cc2ccccc2)C(=O)Nc2ccccc2)c2ccccc21,100.0,-0.7
CCOc1ccc(NS(=O)(=O)c2ccc3[nH]cc(C(=O)NCc4ccco4)c(=O)c3c2)cc1,110.0,0.4
Cc1c(Cl)cccc1NC(=O)C(=O)NCCc1csc(-c2ccc(C(F)(F)F)cc2)n1,111.0,0.8
Cc1sc(N)c(C(N)=O)c1C,89.0,-1.4
O=C1NC(c2ccccc2)(c2ccccc2)C(=O)N1CN1CCN(S(=O)(=O)c2cccs2)CC1,102.0,-0.1
O=C(Nc1ccccc1)OCC12COC(c3ccccc3)N1C(c1ccccc1)OC2 (configuration not stated),101.0,-0.2
COC(=O)c1cccc(Nc2c(-c3ccc(O)cc3)nc3nc[nH]n23)c1,107.0,0.2
Nc1nonc1-n1nnc(C(=O)N/N=C/c2ccncc2)c1-c1ccccc1,104.0,0.7
C1=CCC2CCC(C1)N2,103.0,0.4
CN1CCCC(OC(=O)C2CCCCC2)C1 (configuration not stated),103.0,0.6
CS(=O)(=O)c1ccc(NC(=O)COc2ccc(C#N)cc2)cc1,100.0,-0.3
CCOC(=O)C1CCN(C(=O)C2c3ccccc3C(=O)N3CCc4ccccc4C23)CC1 (configuration not stated),101.0,0
COc1cc(NC(=O)C2CC(=O)N(c3cccc(C)c3C)C2)c(OC)cc1Cl (configuration not stated),103.0,0.3
COc1ccc(OCC(=O)N=Nc2c(O)n(C)c3ccccc23)cc1,100.0,0.2
CCOc1ccc(-c2oc3ccccc3c(=O)c2O)cc1OCC,109.0,1
CC(CC(N)=O)c1ccccc1 (configuration not stated),97.0,-1
Cc1cc(N2CCCC2=O)cc(C)c1S(=O)(=O)NCCOc1ccccc1,102.0,0.4
COC(=O)c1ccccc1NC(=O)c1nc(S(=O)(=O)Cc2cccc(C)c2)ncc1Cl,108.0,0.5

# One compound at a time (already shown). Order of values: PV pol inh, PV pol inh FP z-score
# CCOc1ccc(NS(=O)(=O)c2ccc3[nH]cc(C(=O)NCc4ccco4)c(=O)c3c2)cc1 in the list: 110.0, 0.4
# CN1CCCC(OC(=O)C2CCCCC2)C1 (configuration not stated) in the list: 103.0, 0.6
# COc1cc(NC(=O)C2CC(=O)N(c3cccc(C)c3C)C2)c(OC)cc1Cl (configuration not stated) in the list: 103.0, 0.3
# Nc1nonc1-n1nnc(C(=O)N/N=C/c2ccncc2)c1-c1ccccc1 in the list: 104.0, 0.7

# More results follow.
SMILES,PV pol inh,PV pol inh FP z-score
COc1ccccc1CN1CCC(CNS(=O)(=O)c2ccc3c(c2)CCCC(=O)N3)CC1,102.0,0.3
CCCCn1c(SCC(=O)N2CCCCC2)nc2ccccc2c1=O,101.0,-0.3
CC(C)c1ccc(NC(=O)Nc2csc3c2CCCC3)cc1,107.0,-0.9
COC(=O)c1cc2c(nc1SCC(=O)CC#N)CCC2,103.0,0.7
CCN1CCN(c2ncnc3c2cnn3-c2cc(Cl)ccc2C)CC1,105.0,-0.3
COc1ccc(Cl)cc1NC(=O)Cn1c(=O)n(CCC(=O)NCc2ccc3c(c2)OCO3)c(=O)c2ccccc21,111.0,1.5
Cc1ccc(/C=N/NC(=O)c2ccc(CN3CCOCC3)cc2)cc1,102.0,0.1
O=C1OC(C(=O)O)Cc2ccccc21 (configuration not stated),101.0,-0.2
NC(=O)COc1ccc(-c2noc(COc3ccc(Cl)cc3)n2)cc1,104.0,0
CCc1nc2n(n1)C(O)c1cc(N)ccc1S2 (configuration not stated),103.0,0.2
S=C(NC1CC1)N1CCc2ccccc2C1,100.0,0
COC(=O)c1ccc(COC(=O)/C=C/c2ccc3c(c2)OCO3)o1,107.0,0.8
COc1ccc(-c2nnc(SCC(=O)c3cc(C)n(CC(F)(F)F)c3C)o2)cc1,100.0,-0.4
O=C(Nc1ccc(Br)cc1)c1cc2nc(-c3ccccc3)cc(-c3ccccc3)n2n1,104.0,0.3
O=C(CSc1ncc(C(F)(F)F)cc1Cl)N1CCC(c2nc3ccccc3o2)CC1,100.0,-0.2
CCOC(=O)CN(C)c1nc(-c2ccccc2)cs1,106.0,0.4
C=CCN1C(=O)/C(=C\c2cccs2)SC1=S,102.0,0.1
CCCCCn1c(=N)c(S(=O)(=O)c2ccccc2)cc2c(=O)n3ccccc3nc21,105.0,0
Cc1ccc(C(=O)Nc2ccnn2C(C)C)cc1,103.0,-0.2
Cc1nn(C)c2c1c(C(F)(F)F)cc(=O)n2C(C)C(=O)NCCC(C)C (configuration not stated),105.0,-0.1
C=C(C)CC(N)(CC(=C)C)c1ccncc1,107.0,0.4
Cc1cccc(NC(=O)CCCN2C(=O)C(c3ccccc3)Oc3cccnc32)c1C (configuration not stated),101.0,-0.3
CCC1CSC(Nc2ccc(C)c(Cl)c2)=N1 (configuration not stated),100.0,-0.4
CCOC(=O)c1ccc(NC(=O)c2cc3c(=O)n(C)c4ccccc4c3n2C)cc1,102.0,-0.1
Cc1c(C(=O)N(C)C)sc2[nH]c(=S)n(CCc3ccc(Cl)cc3)c(=O)c12,101.0,-0.3
# New compounds follow:
SMILES,PV pol inh,PV pol inh FP z-score
c1ccc(COC(CN2CCCC2)CN2CCCC2)cc1,104.0,0.1
CCc1cccc(C)c1NC(=O)C1CCN(S(=O)(=O)c2c(C)noc2/C=C/c2c(C)cc(C)cc2C)CC1,109.0,0.5
COc1ccc(C)cc1-n1cnc2cc(C(=O)NC3CCCC3)ccc21,103.0,-0.1
Cc1cccc(NC(=O)CCn2nc(-c3ccccc3)c3ccccc3c2=O)c1,98.0,-0.7
CCOC(=O)c1cnc2ccc(C)cc2c1Nc1ccc(OCc2ccccc2Cl)cc1,101.0,-1.1
O=C(COC(=O)c1cccc(NC(=O)c2ccc(Br)cc2)c1)c1ccc(Br)cc1,110.0,1.6
CNc1ccc(S(=O)(=O)c2ccc(NC)cc2)cc1,102.0,0.2
COc1ccc(NC(=O)CC(=O)Nc2ccc(OC)cc2)cc1,106.0,0.4
CCC(=O)OCC(=O)Nc1ccc2c(c1)OCO2,110.0,0.6
CN1/C(=C\C(=O)Cn2nnc3ccccc3c2=O)C(C)(C)c2ccccc21,106.0,0.3
CCc1cc(SCC(=O)NCCN2C(=O)CSC2=O)n2c(nc3ccccc32)c1C#N,95.0,-0.8
COc1ccccc1CNC(=O)CCCN1C(=O)CSc2c1c(C)nn2-c1ccccc1,110.0,0.8
CSc1n[nH]c(NC(=O)c2ccccc2Cl)c1S(=O)(=O)c1ccc(Cl)cc1,103.0,-0.5
NC(=O)CSc1nc(N)c(-c2ccccc2)c(=O)[nH]1,101.0,0.2
CCc1ccc(N2CCn3c2nc2c3c(=O)n(Cc3cccc(C)c3)c(=O)n2C)cc1,112.0,1.3
O=C(c1cccn1-c1nnc(N2CCCC2)s1)N1CCN(c2ccc(F)cc2)CC1,112.0,1.1
O=C(Cn1ncc2ccsc2c1=O)N1CCN(c2ccccc2F)CC1,107.0,0.7
Cc1cccc(C(CC(=O)NCC2(c3ccccc3)CCCC2)c2ccccc2)c1O (configuration not stated),105.0,-0.1
CCCCOc1ccc(C(=O)Nc2ccc(-c3nc4ccccc4o3)c(O)c2)cc1,102.0,0.4
O=C(c1ccccc1)c1cc[n+](Cc2ccccn2)cc1,106.0,0.3
COc1ccc(C(=O)Nc2ccc(C(=O)OCc3cc(=O)n4nc(C(C)C)sc4n3)cc2)cc1,107.0,0.1
CCCCNC(=O)C1CCN(Cc2nc(-c3ccc(OC)c(OC)c3)oc2C)CC1,105.0,0
COc1cccc(OC)c1C(=O)Nc1ccc(N2CCN(C(C)=O)CC2)c(Cl)c1,101.0,-0.2
O=C(O)c1nnn(Cc2ccccc2)c1C(=O)O,101.0,0.2
O=S(=O)(Cc1ccco1)Cc1nc(-c2ccc(Cl)cc2)cs1,103.0,0.3
# Next section:
SMILES,PV pol inh,PV pol inh FP z-score
CCS(=O)(=O)c1nc(S(=O)(=O)c2ccc(C)cc2)c(NCc2ccco2)s1,101.0,-0.2
CC1CCCCN1CCNC(=O)c1cccn2c(=O)c3c4c(sc3nc12)CCCC4 (configuration not stated),98.0,-1.8
Cc1cc(C)c2c(N)c(S(=O)(=O)c3ccccc3)sc2n1,102.0,0.3
COc1cccc2c1OC1(C)C(C(=O)Nc3ccc(C)cc3C)C2NC(=S)N1c1ccc(F)cc1 (configuration not stated),104.0,0.6
Cc1csc2c(C#N)c(=O)c3c(n12)CCC3,101.0,0
O=C(c1cccs1)N1CCCc2cc(NS(=O)(=O)c3cc(F)ccc3F)ccc21,105.0,-0.1
O=C(OCc1nc2ccccc2s1)c1ccc2c(c1)C(=O)N(Cc1ccco1)C2=O,110.0,1.2
Cc1ccc(C)c(Cn2c3ccccc3c3cnn(CC(=O)NCc4ccccc4)c(=O)c32)c1,108.0,0
CCOc1ccccc1Nc1sc(C(=O)c2ccccc2)c(N)c1C(=O)Nc1ccc(F)cc1,111.0,0.8
CCOC(=O)c1cnc2c(OC)cccc2c1NCC1COc2ccccc2O1 (configuration not stated),102.0,0.5
Cc1c(Cl)cccc1NC(=O)CN(CCc1ccccc1)S(=O)(=O)c1ccccc1,104.0,0
COc1ccccc1CNC(=O)CCn1c(=O)c2ccccc2n(CC(=O)NCC2CCCO2)c1=O (configuration not stated),101.0,0.1
CCOC(=O)C1=c2s/c(=C/c3cccs3)c(=O)n2C(N)=C(C#N)C1c1cccs1 (configuration not stated),102.0,-0.1
COc1ccc(CN2C(=O)c3ccccc3C2C(=O)NCCCN2CC(C)CC(C)C2)cc1 (configuration not stated),97.0,-3.6
CNC(=O)/C(=C\c1ccccc1)NC(=O)c1ccc(Cl)cc1Cl,100.0,-0.3
Cc1ccc2nc(SCC(=O)c3cc(C)n(C4CC4)c3C)[nH]c2c1,100.0,-0.3
CCc1cc2c(cc1C(=O)c1ccc(I)cc1)OCCO2,108.0,0.3
CCCn1c2ccccc2c2cnn(CC(=O)Nc3ccc(C)cc3Br)c(=O)c21,110.0,0.7
O=C(CSc1ccccn1)Nc1cc(Cl)cc(Cl)c1,103.0,0.4
Cc1cc2nnc(SCc3ccc(F)cc3)n2c2ccccc12,107.0,0.5
CCOC(=O)c1ccc(NC(=O)c2csnn2)cc1,110.0,0.6
Cc1ccc(Cl)cc1NC(=O)C1CCCN(S(=O)(=O)c2cccc3cccnc23)C1 (configuration not stated),103.0,-0.6
